V-ATPase pH = regulators of yeast V-ATPase proton pumping, primary screen, pHLuorin cytosolic pH fluorescence; S. cerevisiae; response, % at 10 µM; 0.37% of 350,000 active; AID 504577, 2011; in the data active means response mostly above about 7.3%, no sharp cut-off; inactive means mostly below about 5.4%; further: actives read high; inactives centre near 0; some compounds called inactive have numbers as strong as hits; reference of the scale not given here
cardiac RTF act = cardiac RTF calcium sensitivity activators, primary screen, biochemical, IANBD-TnC fluorescence, EC20 calcium; 0.24% of 340,000 active; activation, % at 7.2 µM; IANBD-labeled TnC RTF fluorescence at EC20 calcium; 0% EC20 calcium, 100% full calcium; Troponin I, cardiac muscle (Homo sapiens) + Troponin T, cardiac muscle (Homo sapiens) + …;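 active means activation above the mean over all tested compounds plus 3 SD, cut at about 30% in these data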;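 further: rise in fluorescence read as greater calcium sensitivity of cardiac thin filaments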
Keap1 Nrf2 FP = Keap1-Nrf2 protein-protein interaction inhibitors, primary screen, biochemical, fluorescence polarization, single point. Keap1 Kelch-Nrf2 peptide fluorescence polarization, 1536-well. 0.15% of 340,000 active. AID 504523, 2011. inhibition, % at 9.4 µM; in the data active means inhibition above about 12%; inconclusive means no clear call, values can overlap the other calls; inactive means below about 7.3%;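 further: human Keap1 Kelch domain with fluorescein labeled Nrf2 9mer peptide probe; 0% = neutral control wells and 100% = peptide positive control; higher means more block of Keap1 binding to Nrf2 peptide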
Target sequence (Q14145 whole entry, looked up, the tested form may be a part): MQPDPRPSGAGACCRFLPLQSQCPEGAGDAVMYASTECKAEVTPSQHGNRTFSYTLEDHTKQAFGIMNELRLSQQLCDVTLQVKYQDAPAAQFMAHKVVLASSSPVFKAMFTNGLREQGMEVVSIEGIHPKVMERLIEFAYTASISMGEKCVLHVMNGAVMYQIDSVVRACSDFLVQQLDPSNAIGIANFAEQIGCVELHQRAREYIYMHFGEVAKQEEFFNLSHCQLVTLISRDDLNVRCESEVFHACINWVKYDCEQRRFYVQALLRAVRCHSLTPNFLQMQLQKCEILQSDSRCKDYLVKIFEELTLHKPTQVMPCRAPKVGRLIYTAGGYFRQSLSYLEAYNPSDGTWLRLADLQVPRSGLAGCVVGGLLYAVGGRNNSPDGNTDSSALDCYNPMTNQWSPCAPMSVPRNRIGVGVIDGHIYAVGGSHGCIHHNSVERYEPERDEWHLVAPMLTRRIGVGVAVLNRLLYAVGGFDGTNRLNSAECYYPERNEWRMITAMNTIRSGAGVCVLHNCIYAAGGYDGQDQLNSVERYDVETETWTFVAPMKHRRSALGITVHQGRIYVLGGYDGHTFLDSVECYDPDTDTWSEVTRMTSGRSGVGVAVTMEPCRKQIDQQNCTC
MOR-DOR inv ag = inverse agonists of MOR-DOR heterodimerization, primary screen, cell-based, luminescence | Mu-type opioid receptor (Homo sapiens) + Delta-type opioid receptor (Homo sapiens), … | cell-based MOR-DOR heterodimer luminescence, inverse agonism | inhibition, % at 9.3 µM | 0.21% of 340,000 active | AID 504357, 2011; in the data active means inhibition above about 22%, passing the limit was not always enough;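 further: 0% = cells with DMSO and 100% = wells without cells with DMSO; values of inactives mirror those of a sister screen read the other way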
OPRM1-OPRD1 ag = agonists of OPRM1-OPRD1 heterodimerization, primary screen, cell-based, luminescence. Mu-type opioid receptor (Homo sapiens) + Delta-type opioid receptor (Homo sapiens), …. 0.3% of 340,000 active. activation, % at 9.3 µM. cells; in the data active means activation above about 18%;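 further: 0% = vehicle-treated cells and 100% = reference agonist; values of inactives mirror those of a sister screen read the other way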
Wnt bcat act = Wnt/beta-catenin pathway activators, primary screen, cell-based, plate reader, single point. Wnt/beta-catenin reporter cell assay, activator. 1.2% of 300,000 active. AID 743398, 2014. activation, % at 9.35 µM; in the data active means activation above about 30%, passing the limit was not always enough; inconclusive means no clear call, values can overlap the other calls;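 further: 0% = neutral control wells and 100% = positive control wells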
Arr AP2 block = inhibitors of beta-arrestin/AP2 binding, primary screen, biochemical, GPCR trafficking, flow cytometry; inhibition, % at 10 µM; FITC-arrestin peptide / GST-AP2 beads; AP2 beta2 appendage carries R879A mutation; beta-arrestin 1 C-terminal peptide binding to AP2 beta2-adaptin appendage (human); 0.31% of 340,000 active; AID 504490, 2011;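 active means inhibition above a set limit, near 3 SD of compounds lacking own fluorescence, cut at about 54% in these data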;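 further: plate controls were DMSO wells for no effect and 5 µM unlabelled arrestin peptide for full effect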
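System: GST-tagged AP2 beta2-adaptin appendage (R879A) on 4 µm glutathione beads / Reagent: FITC-arrestin peptide, 50 nM / Detection: HyperCyt-sampled flow cytometry, FL1 channel, ex 488/em 535 nm / Timing: 12 min plus 1 h, RT / Buffer or medium: PBS plus Tween 20 (0.05%) and BSA (0.1%)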
LANA DNA inh = inhibitors of KSHV C-LANA binding to DNA, primary screen, biochemical, fluorescence polarization, FAM-LBS DNA, MBP-C-LANA, single point | AID 504423, 2011 | 0.078% of 340,000 active | inhibition, % at 9 µM;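 active means highest replicate inhibition at or above 60% at 9 µM, even if other replicates fall short; inactive means all replicates below 60% inhibition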;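 further: 0% = neutral control wells and 100% = 4 µM acridine orange control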
Cardiac RTF inh = cardiac RTF calcium sensitivity inhibitors, primary screen, biochemical, IANBD-TnC fluorescence, EC70 calcium; Troponin I, cardiac muscle (Homo sapiens) + Troponin T, cardiac muscle (Homo sapiens) + …; IANBD-labeled cardiac RTF, Ca2+ fluorescence; inhibition, % at 7.15 µM; 0.12% of 340,000 active;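 active means inhibition above the mean inhibition of all tested compounds plus 3 SD, cut at about 17% in these data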;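 further: assay run at fixed EC70 calcium of 1.6 mM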
DSG3 Ab inh = inhibitors of pemphigus antibody binding to DSG3, primary screen, biochemical, bead-based, flow cytometry, scFv-GFP. Desmoglein-3 (Homo sapiens), P32926. DSG3-coupled beads, scFv-anti-DSG3-GFP binding; stronger effect = lower value. binding (percent of control), % at 10 µM. 0.48% of 310,000 active. AID 588358, 2011;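 active means binding more than 3 SD below its plate's average and above zero; inconclusive means below that plate limit but binding exactly zero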;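 further: hits lower antibody fragment binding to DSG3; some compounds called inactive have numbers as strong as hits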
Active calls of the source: *; ? = inconclusive; / = no result given. Hits appear at their usual frequency. Share with any hit: about 3.1%.

SMILES	V-ATPase pH	cardiac RTF act	Keap1 Nrf2 FP	MOR-DOR inv ag	OPRM1-OPRD1 ag	Wnt bcat act	Arr AP2 block	LANA DNA inh	Cardiac RTF inh	DSG3 Ab inh
Cc1ccccc1Nc1nc(N)nc(CSc2nnc(C)n2C)n1	-2	1	2	6	-1.2	-1	-6	0.2	0	103
CCOc1cc(C)nc(N2CCC(C(=O)NCC3CCCO3)CC2)n1 (centres undefined)	10	-3	-2	11	-2.1	0	-22	-0.3	2	99
Cc1ccccc1N(C(=O)c1cccs1)c1nc2ccccc2s1	-6	-5	4	-8	1.4	/	-2	-0.3	-8	69
CCN(CC)CCNC(=S)Nc1ccc2nc(N3CCN(CC)CC3)cc(C)c2c1	1	-2	-7	17	-3.8	-2	7	-4.3	-7	102
CCC(C(=O)NC1CCCC1)N(C(=O)Cn1nnc(-c2ccc(OC)c(OC)c2)n1)C1CCCCC1 (centres undefined)	9	-8	-1	-4	0.7	/	42	0.8	-4	97
COc1ccc(CCNC(=O)c2cc(-c3ccc4c(c3)OCO4)on2)cc1OC	-3	3	1	-9	1.5	0	0	-0.9	-1	102
CC(C)Sc1nc2c(cnn2-c2ccc(Cl)cc2)c(=O)[nH]1	1	-3	-3	7	-1.4	0	32	4.5	3	106
CC1CCCCC1NC(=O)c1ccc(CSc2nc3ccncc3[nH]2)cc1 (centres undefined)	4	1	0	15	-3.0	-2	-6	0.5	3	96
CC(=O)/C(=C/N(C)C)Sc1ccc(C)cc1	5	-10	-1	6	-1.2	/	3	-0.7	-10	105
O=C(Nc1ccc(C(=O)N2CCCc3ccccc32)cc1)c1cccs1	-1	-3	1	6	-1.2	1	35	-1.2	0	115
COc1ccc(-n2nc(C(=O)NCC(=O)N3CCC(C(N)=O)CC3)c3ccccc3c2=O)cc1	3	-5	-1	13	-2.4	-2	27	-0.7	-4	102
O=C(NCCc1ccc(S(=O)(=O)N2CCCC2)cc1)c1cccs1	-3	0	-5	17	-3.4	/	87*	-2.1	7	102
COc1ccc(N=c2scc(C)n2CCCN2CCCC2=O)cc1	1	-2	5	7	-1.4	-3	29	0.4	4	104
NC(=O)c1ncn([C@@H]2O[C@H](CNCc3cnc(N4CCOCC4)nc3)[C@@H](O)[C@H]2O)n1	-1	-6	-4	12	-2.7	-1	-12	-0.5	-12	91
CCN1CCN(CCOc2ccc(Br)cc2C)CC1	7	3	-9	2	-0.5	-4	-8	-1.2	-3	97
O=C(NCc1ccccc1Br)c1ccco1	-1	-4	-1	15	-2.8	/	4	0.1	1	102
Cc1ccc(-c2nnc(-c3ccccc3)c(-c3ccccc3)n2)cc1	2	6	-3	9	-1.8	-2	-11	0.4	-4	100
COC(=O)C1=C(C)N(c2cccc3ccccc23)C(=O)C1	0	0	-9	-2	0.4	/	7	1.4	-6	107
CCCCNC(=O)CSc1nc2ccc(Nc3nc(N4CCOCC4)nc(N4CCOCC4)n3)cc2s1	3	-5	1	19	-3.7	-1	-10	-0.7	4	110
COc1ccccc1Oc1ccc(NC(=O)c2ccc(Cl)cc2)cc1	-1	-4	-3	-60	13	-2	/	-0.6	7	97

Single records (already shown). Values in the order: V-ATPase pH	cardiac RTF act	Keap1 Nrf2 FP	MOR-DOR inv ag	OPRM1-OPRD1 ag	Wnt bcat act	Arr AP2 block	LANA DNA inh	Cardiac RTF inh	DSG3 Ab inh
Profile of Cc1ccc(-c2nnc(-c3ccccc3)c(-c3ccccc3)n2)cc1 : 2	6	-3	9	-1.8	-2	-11	0.4	-4	100
Profile of CC(C)Sc1nc2c(cnn2-c2ccc(Cl)cc2)c(=O)[nH]1 : 1	-3	-3	7	-1.4	0	32	4.5	3	106

New compounds follow
SMILES	V-ATPase pH	cardiac RTF act	Keap1 Nrf2 FP	MOR-DOR inv ag	OPRM1-OPRD1 ag	Wnt bcat act	Arr AP2 block	LANA DNA inh	Cardiac RTF inh	DSG3 Ab inh
CCCCC[C@H]1CN(CCCC)C(=O)[C@@H]1CC(=O)NCc1ccccc1	-1	0	-4	2	-0.3	-5	7	-1.4	-3	102
Cc1ccccc1S(=O)(=O)N1C[C@H]2CON(C)[C@H]2C[C@H]1c1cccc(Oc2ccccc2)c1	1	4	-2	6	-1.2	-1	19	4.8	-10	106
O=C(COC(=O)c1cccs1)NCc1ccco1	-1	-1	-2	10	-2.1	/	3	0.7	-2	99
Nc1ccc(NC(=O)c2ccccc2)c2c1C(=O)c1ccccc1C2=O	-1	-5	-4	-17	3.1	-1	-9	-0.8	-7	109
COc1ccccc1NC(=O)c1ccc(-c2ccccc2[N+](=O)[O-])o1	-3	0	-3	-19	4.1	7	-18	1.7	-9	99
NC(=S)NC1CC2C=CC1C2 (centres undefined)	-3	0	-3	11	-2.3	0	4	0.7	-1	/
O=C(CSc1ccccc1C(=O)O)NCc1ccc(Cl)cc1	1	5	-2	13	-2.4	0	6	0.5	-5	105
Cn1c(CNC(=O)CCNC(=O)c2ccccc2)cc(=O)n(C)c1=O	-4	-5	2	17	-3.1	-2	-1	1.3	2	101
COC(=O)C1CN(C(=O)COc2ccccc2C)c2ccccc2O1 (centres undefined)	4	2	-4	3	-0.6	-1	9	1.3	-14	101
CCN(CC)c1ccc(NC(=O)CN2CCN(c3ccc(F)cc3)CC2)cc1	2	11	1	-22	4.1	-2	20	-1.4	-15	104
CCOc1ccccc1C(=O)N1c2ccccc2Sc2ccccc21	2	-1	-3	-1	0.3	/	-11	1.5	4	94
CCN(CC)c1ccc(/C=N/N2CCOCC2)cc1	3	-6	-7	12	-1.9	19	9	-0.4	9	/
O=C(O)CP(=O)(c1ccccc1)c1ccccc1	-1	-6	-4	4	-0.9	-1	5	-0.8	5	/
COc1ccc(C/C(C)=N/NC(=O)c2ccc(Cl)cc2)cc1	105*	0	1	0	0.1	0	20	2.0	0	100
O=C(NCCS(=O)(=O)N1CCN(c2ccccc2)CC1)c1ccco1	6	-1	-9	19	-3.7	1	2	-0.6	-9	106
CC1(C)Cc2ccccc2C(=O)N1	1	3	0	11	-2.0	/	15	0.8	8	98
Cc1ccccc1CN(C)C(=O)CNC(=O)c1ccc2ccccc2c1	0	-4	-5	23	-5.3	1	3	3.6	-7	114
O=C1[C@H]2[C@H](C=CC[C@H]2C(=O)N2CCOCC2)CCN1Cc1ccccc1	0	-2	5	7	-1.2	0	10	1.0	0	102
CC(O)(CS(=O)(=O)c1ccc(Br)cc1)c1ccccc1 (centres undefined)	-2	-1	5	-4	0.8	-1	-8	0.8	-10	100
COCCNc1oc(-c2ccc(F)cc2)nc1C#N	-3	-4	0	14	-2.5	6	-1	-0.6	-11	98
C=CCn1c(CCNC(=O)c2cccs2)nnc1SCC(=O)Nc1cccc(Cl)c1C	1	-1	-1	4	-0.8	-2	1	-0.5	-5	102
COc1ccc(CNC(=O)COC(=O)/C=C/c2ccc(S(=O)(=O)N3CCOCC3)cc2)cc1	3	/	0	/	/	-1	10	0.4	/	/
O=C(CSc1nnc(-c2ccccc2)n1C1CCCCC1)N1CCCC1	2	14	-1	-4	0.6	/	-8	-0.1	-3	97
O=C(NCc1cccnc1)c1cc(Sc2ccc(F)cc2F)nc2ccccc12	-3	4	-3	9	-1.8	-1	-3	-1.3	-15	110
O=C(N=C1SC2CS(=O)(=O)CC2N1Cc1ccc(Cl)cc1)C1CC1 (centres undefined)	-1	0	-3	14	-2.9	-1	2	0.9	-2	101
COc1ccc2[nH]cc(CCNC(=O)COc3ccc4ccc(=O)oc4c3)c2c1	-1	2	-6	14	-2.8	-2	0	-0.5	-5	96
Cc1cc(Br)cc2c(C(=O)Nc3c(C)n(C)n(-c4ccccc4)c3=O)cc(-c3cccs3)nc12	0	-3	-4	12	-2.0	/	0	-0.5	-16	96
Cc1ccc(C)c(S(=O)(=O)N2CCN(C(=O)c3ccc4ccccc4n3)CC2)c1	4	-3	-1	6	-1.5	-4	5	0.4	-10	/
Cn1ncc([N+](=O)[O-])c1C(=O)Nc1ccn(Cc2ccccc2F)n1	2	3	-4	5	-1.0	-3	6	-0.4	-7	100
Cc1cc(C(=O)c2ccc(C(C)(C)C)cc2)c(NC(=O)CCl)s1	-3	13	-3	-8	1.7	/	11	-1.8	12	99
O=C(COC(=O)c1cccs1)NCCc1ccc(F)cc1	6	-1	-2	17	-3.4	-2	5	0.0	6	101
Clc1ccccc1CSc1ncn(-c2ccccc2)n1	3	-2	0	-14	2.8	/	5	-1.2	-1	98
CCC(C(=O)NC1CC1)n1nc(C)c2c(C)n(-c3ccccc3)nc2c1=O (centres undefined)	3	-1	-7	13	-2.6	-1	-9	0.0	-3	122
CCCNC(=O)NC(=O)COC(=O)c1cccc(NS(=O)(=O)c2ccc(F)c(F)c2)c1	-3	-4	1	9	-1.9	0	-1	0.3	-7	84
CCOC(=O)CCC(=O)Nc1cc(S(=O)(=O)N2CCOCC2)ccc1N1CCCCC1	2	-2	-7	1	-0.1	-2	0	0.1	-3	110
CC(C)n1cnnc1SCC(=O)Nc1cccnc1Cl	-2	-4	-1	7	-1.6	1	28	1.3	-8	/
O=C(Cc1ccc(F)cc1)Nc1ccc(S(=O)(=O)N2CCCCC2)cc1	1	1	6	5	-1.0	-4	41	-0.1	-5	80
C=CCn1c(SCc2ccc(Br)cc2F)nc2cc(C(=O)O)ccc2c1=O	7	-7	4	-5	0.7	3	-5	17	7	/
C/C(=N\NC(=O)c1ccccc1)c1ccccc1Br	5	2	-6	10	-2.1	?	/	1.1	7	104
O=c1cc(-c2ccccc2)nc(SCc2ccccc2F)[nH]1	-1	-5	0	-23	4.2	-2	2	0.3	-2	97
COc1cc(OC)cc(-c2oc(=O)c3cc(OC)c(OC)cc3c2C(F)(F)F)c1	5	-5	0	1	-0.2	-1	4	0.0	-1	103
CCN(CC)C(=O)C(=O)Nc1ccc(OCc2ccccc2)cc1	5	-1	-3	6	-1.2	-1	37	0.6	-4	100
O=C(CCN1CCOCC1)N1CCCC(Nc2cccc(F)c2)C1 (centres undefined)	-1	-2	0	-4	0.8	0	14	-1.3	-11	110
COc1ccc(Cl)cc1NS(=O)(=O)c1cccc(C(=O)N2CC(C)OC(C)C2)c1 (centres undefined)	6	2	-5	9	-2.2	2	3	-0.9	-8	98
COc1ccc(S(=O)(=O)N2CCN(C(=O)c3sccc3-c3ccccc3)CC2)cc1	0	-3	-3	9	-1.8	-5	6	0.2	-5	105
